# S3 lipid droplet: qHTS Assay for Lipid Storage Modulators in Drosophila S3 Cells; AID 2685; actives 0.64% (n = 320,000); Drosophila S3 cells, BODIPY lipid droplet fluorescence, 18-24 h; cells fed with added oleic acid; Potency in µM for hits, for the others lipid storage change, negative = inhibition, % at the top dose, mostly 46.1 µM; active = well fitted inhibition curve with a large enough effect in the signal ratio, with a control signal flat, not every such curve was filed as active; inconclusive = small, poorly fitted or top-dose-only effect, or effect the other way, or a change in a side signal; the % refers to the signal ratio
#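 Drosophila S3 cells got compounds at several concentrations plus oleic acid (400 uM solution). Laser-scanning cytometry with 488 nm excitation read lipid droplets at 500-530 nm and cells at 575-640 nm. Percent activity was relative to 20 uM Triacsin C.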
# S3 lipid droplet cell count max: also measured in S3 lipid droplet; calls as there; cell number change, %; measured here: cell count max response;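 cells counted by Cell Tracker Red CMTPX staining in the red channel; peak over a dose series mostly up to 46.1 µM; percent activity relative to internal control wells on each plate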
# Numbers without * were called inactive; i = inactive; ? = inconclusive; / = no result given; [ ] = another dose, or the depositor's remark. % is scaled to controls: 0 for no effect and ±100 for the full control effect; potency is read from the fitted curve at half-maximal effect. Some of the compounds tested (hit frequency here may not be typical).
S3 lipid droplet | S3 lipid droplet cell count max | molecule
? | / | CC(C)NCC(O)c1ccc(O)c(O)c1 (stereo not drawn)
? | / | Cc1[nH]c2ccccc2c1C(=O)C(=O)NCCc1c[nH]c2ccccc12
? | / | COc1cc(OC)nc(Oc2cc(/C=N/O)ccc2OC)n1
? | / | O=C(NCCc1ccccc1)c1nccc2ccccc12
0% | -14 | O=C(c1ccccc1)c1ccc(N2CCOCC2)c(NC(=O)c2ccco2)c1
23%[9.22 µM] | 6 | Nc1ccc2c(C(F)(F)F)cc(C(F)(F)F)nc2n1
? | / | Cc1ccc(/C=N/NC(=O)COc2ccccc2-c2ccccc2)cc1
? | / | CCNc1nc(SC(C)C(=O)Nc2ccccc2)nc(N2CCOCC2)n1 (stereo not drawn)

# Structural class: the entries above containing nitrogen in an aromatic ring
S3 lipid droplet | S3 lipid droplet cell count max | molecule
? | / | Cc1[nH]c2ccccc2c1C(=O)C(=O)NCCc1c[nH]c2ccccc12
? | / | COc1cc(OC)nc(Oc2cc(/C=N/O)ccc2OC)n1
? | / | O=C(NCCc1ccccc1)c1nccc2ccccc12
23%[9.22 µM] | 6 | Nc1ccc2c(C(F)(F)F)cc(C(F)(F)F)nc2n1
? | / | CCNc1nc(SC(C)C(=O)Nc2ccccc2)nc(N2CCOCC2)n1 (stereo not drawn)

# The list goes on:
S3 lipid droplet | S3 lipid droplet cell count max | molecule
? | / | C/C(=N\NC(=O)c1ccc(Cl)c(Cl)c1)c1ccccn1
17% | -25 | O=C(Nc1ccc(S(=O)(=O)N2CCOCC2)cc1)C1COc2ccccc2O1 (stereo not drawn)
-2% | 3 | O=C(Cn1cnc([N+](=O)[O-])n1)c1ccc(O)c(O)c1
27% | 8 | Cc1ccc(OCCCCN2CCCCC2)c(C)c1
? | / | CCCN(C(=O)c1cc(CC)c(C)s1)c1c(N)n(Cc2ccccc2)c(=O)[nH]c1=O
? | / | CS(=O)(=O)N(CC(=O)Nc1ccc(S(=O)(=O)N2CCCC2)cc1)c1ccccc1
? | / | CCOC(=O)COc1ccc(C(=O)Nc2cccc(Cl)c2C)cc1
24% | 16 | NC(=O)c1ccccc1NC(=O)c1ccccc1Cl
18µM* | -25* | CC(C)(C)c1nc(SCC(=O)Nc2ccc3c(c2)OCCO3)c2ccccc2n1
? | / | Cc1cc2[nH]ncc2cc1NC(N)=S
-2% | -2 | CN(C)S(=O)(=O)c1cccc(C(=O)NCC(=O)NC2CCN(Cc3ccccc3)CC2)c1
? | / | COC(=O)C(NC(=O)c1ccccc1C(=O)O)c1ccc2ccccc2c1 (stereo not drawn)
6% | -17 | Cc1ccc2nc(-c3cccnc3)cc(C(=O)Nc3ccc(F)cc3C)c2c1
-6% | -21 | Cc1cc(N)ccc1N1CCCC1
? | / | CCCNC(=O)NC(=O)CSc1nnc(-c2ccncc2)n1CC
? | / | O=C(Cc1ccc(Cl)cc1)Nc1cccc(C(=O)Nc2ccccc2C(=O)O)c1
? | / | COc1ccc2[nH]c(C(=O)O)c(NS(=O)(=O)c3ccc(F)cc3)c2c1
? | / | Cc1cc(C(=O)COC(=O)c2n[nH]c(=O)c3ccccc23)c(C)n1C
6% | 1 | CCOc1ccc(CN(C)C(C)C(=O)NCc2ccccc2)cc1 (stereo not drawn)
19% | 12 | O=C(C(=O)N1CCCC1)c1c[nH]c2ccccc12
? | / | COc1cccc(NCc2cc(=O)oc3cc(-c4ccccc4)c(O)cc23)c1
? | / | O=C(NCCSc1ccccc1)c1ccc(Br)cc1
23% | 33 | O=C(NCc1ccccn1)C(=O)N/N=C/c1ccc2c(c1)OCO2
12% | 15 | CCc1ccccc1Nc1nc(N)nc(CSc2nnc3ccccn23)n1
13% | -1 | CCN(CC)S(=O)(=O)c1cccc(NC(=O)CN2C(=O)c3ccc([N+](=O)[O-])cc3C2=O)c1
? | / | CC(=O)N1c2ccccc2C(CBr)=CC1(C)C
-9% | 2 | COc1ccccc1NC(=O)C1=C(C)Nc2nnnn2C1c1cc(Br)ccc1OC (stereo not drawn)
6% | -11 | Cc1csc(NC(=O)CCn2c(=O)oc3ccccc32)n1
-7% | -14 | CCC(NC(=O)Nn1cnnc1)(C(F)(F)F)C(F)(F)F
? | / | COc1ccc(CCNC(=O)C2CCN(S(=O)(=O)c3c(C)noc3C)CC2)cc1OC
? | / | O=c1ccc(NS(=O)(=O)c2ccc(Cl)cc2)cn1Cc1ccc(Cl)c(Cl)c1
? | / | COc1ccc(Cn2nc(-c3ccccc3)c(N3CCCCC3)cc2=O)cc1
i | 11 | O=C(NC1CCSc2ccccc21)c1cc(S(=O)(=O)N2CCOCC2)ccc1F (stereo not drawn)
1% | 8 | Cc1ccccc1C(=O)N/N=C/c1ccncc1
? | / | Cc1ccccc1S(=O)(=O)NC1OC(=O)C(Cl)=C1Cl (stereo not drawn)
? | / | CC(C)CSc1nnc(N)s1
? | / | COc1cccc(NC(=O)c2oc3ccccc3c2NC(C)=O)c1
? | / | O=C(NCCCCCNC(=O)c1ccccn1)c1ccccn1
5% | -9 | Cc1ccc(Cn2nc(C)c(C(=O)N3CCN(S(=O)(=O)/C=C/c4ccccc4)CC3)c2C)cc1
-3% | 12 | COc1cc(OC)cc(C(=O)NC(=S)Nc2ccc3oc(=O)ccc3c2)c1
-24% | -20 | CN(CC(=O)Nc1ccc(Cl)cc1)CC(=O)Nc1ccc(F)c(F)c1F
? | / | COc1ccc2oc(=N)c(C(=O)Nc3cccc(C)c3C)cc2c1
? | / | C/C(=C\COc1ccc2ccc(=O)oc2c1)CC[C@@H](O)C(C)(C)O
14% | -3 | c1ccc(SCc2nc3ccccc3s2)nc1
-13% | 1 | O=C(NCc1ccccc1C(F)(F)F)C1CC(c2ccccc2[N+](=O)[O-])=NO1 (stereo not drawn)
-1% | 2 | Cc1nn(CC(=O)Nc2nc3ccccc3s2)c(C)c1[N+](=O)[O-]
? | / | S=c1[nH]nc(C2CC2c2ccc(Cl)cc2)n1-c1ccc(Cl)cc1 (stereo not drawn)
6% | 7 | OC(COCc1ccco1)CN1CCN(c2ccccc2)CC1 (stereo not drawn)
-8% | 8 | CCn1c(Cc2ccccc2)nnc1SCC(=O)Nc1ccccc1F
? | / | Nc1ncnc2nc(SCCc3ccccc3)[nH]c12
? | / | CCC(=O)Nc1ccc(C(=O)NNC(=O)c2ccc(Cl)cc2)cc1
i | -3 | CCOc1cccc(C(=O)NC2=NCCS2)c1
0% | 2 | NNC(=O)c1ccc(Cn2cc(Br)cn2)cc1
? | / | O=S(=O)(c1ccc2c(c1)OCO2)N1CCN(c2nnnn2-c2ccccc2)CC1
? | / | CCN(C(=O)COC(=O)c1[nH]c(=O)[nH]c(=O)c1N)c1ccccc1
? | / | S=C(NCCCCNC(=S)NCc1ccccc1)NCc1ccccc1

# Next structures.
S3 lipid droplet | S3 lipid droplet cell count max | molecule
-14% | 16 | FC(F)(F)c1ccccc1/C=N/Nc1ccccn1
-6% | 7 | C=CCNS(=O)(=O)c1cccc2cc(C(=O)O)c(O)cc12
i | / | CC(C)NC(=O)CCCc1c[nH]c2ccccc12
? | / | CC(C1CCN(Cc2cn(C)nc2-c2cccc(Cl)c2)CC1)N1CCOCC1 (stereo not drawn)
? | / | Cc1c(Cl)cccc1NC(=O)Nc1c(C)n(C)n(-c2ccccc2)c1=O
3% | 18 | COC(=O)c1ccc(NC(=O)Cn2c(-c3nonc3N)nc3ccccc32)cc1
? | / | Cc1ccc(N2C(=O)C(CN3CCCC3)C2c2ccccc2)cc1 (stereo not drawn)
? | / | CCCCNc1ccc2c3c(cccc13)C(=O)N(CCCC)C2=O

# Part of the list above in order of heavy-atom count, low to high:
S3 lipid droplet | S3 lipid droplet cell count max | molecule
6% | 1 | CCOc1ccc(CN(C)C(C)C(=O)NCc2ccccc2)cc1 (stereo not drawn)
? | / | Cc1cc(C(=O)COC(=O)c2n[nH]c(=O)c3ccccc23)c(C)n1C
-8% | 8 | CCn1c(Cc2ccccc2)nnc1SCC(=O)Nc1ccccc1F

# (continued)
S3 lipid droplet | S3 lipid droplet cell count max | molecule
? | / | O=C(Nc1ccccn1)c1cc2ccccc2cc1O
? | / | CCOC(=O)N1CCC(N2C(=O)c3ccccc3C2Nc2cc(C(=O)OC)cc(C(=O)OC)c2)CC1 (stereo not drawn)
6% | 9 | O=C(c1ccccc1-c1nc(-c2ccccc2)no1)N1CCCC1
0% | -3 | Cc1ccc(C(=O)NNC2CC(=O)N(c3ccc4c(c3)OCCO4)C2=O)cc1 (stereo not drawn)
? | / | CC1CN=C(N(C(=S)Nc2ccccc2)c2cccc(C(F)(F)F)c2)S1 (stereo not drawn)
? | / | O=C(/C=C/c1cccc([N+](=O)[O-])c1)N1CCN(Cc2ccc3c(c2)OCO3)CC1
i | -25 | O=C(c1ccc(Cl)cc1)c1oc2ccccc2c1CS(=O)c1ccc(Cl)cc1 (stereo not drawn)
29% | -1 | O=c1onc(-c2ccc(Cl)cc2)n1Cc1ccc(F)cc1
? | / | CC1(C)CC(NC(=O)CCc2nnc(CCCCc3ccccc3)o2)CCO1 (stereo not drawn)
5% | -1 | CCN1CCN(C(=S)c2ccc([N+](=O)[O-])cc2)CC1
0% | 4 | Cc1ccc(C)c(NC(=O)C2CC=CCC2C(=O)O)c1 (stereo not drawn)
? | / | COc1cc(C(=S)N2CCOCC2)cc(OC)c1OS(=O)(=O)c1ccc(C)cc1
-21% | -19 | COc1cccc(CNC(=O)C2CCN(S(=O)(=O)N3CC(C)CC(C)C3)CC2)c1 (stereo not drawn)
? | / | C=CCn1c(Cc2cccs2)nnc1SCC(=O)c1ccc2ccccc2c1
? | / | COc1cc(S(=O)(=O)Nc2ccccn2)ccc1F
? | / | C[C@H](NC(=O)c1[nH]cnc1C(=O)Nc1ccon1)c1ccccc1
14% | 0 | O=C1CC(c2ccccc2)CN1C(=O)c1cccnc1 (stereo not drawn)
8% | -2 | O=C(Nc1ccccc1)c1ccc(S(=O)(=O)N2CCCC2)cc1
? | / | CCCc1cc(=O)[nH]c(Nc2ccc3c(c2)OCCO3)n1
? | / | CCOC(=O)C1(Cc2ccc(Cl)cc2)CCN(C(=O)c2sc(C)nc2C)CC1
-2% | / | Cc1ccc(SCC(=O)N(C)C2CCS(=O)(=O)C2)cc1 (stereo not drawn)
11% | 1 | COCCCn1c(=NC(C)=O)c(C#N)cc2c(=O)n3cccc(C)c3nc21
? | / | O=C(CS(=O)(=O)Cc1ccccc1)N1CCN(Cc2ccc3c(c2)OCO3)CC1
? | / | NS(=O)(=O)c1cc(Cl)c(Cl)c(S(N)(=O)=O)c1
? | / | Cc1cccc(N2C(=O)c3ccccc3C2=O)n1
-27% | -19 | Cc1[nH]c(-c2ccc(F)cc2)cc1C(=O)N1CCN(c2cccc(Cl)c2)CC1
? | / | OC(CN1CCCCC1)Cn1c2ccccc2c2cc(Br)ccc21 (stereo not drawn)
15% | -2 | CN(C)S(=O)(=O)c1ccc(Cl)c(C(=O)Nc2ccccc2[N+](=O)[O-])c1
? | / | COc1ccccc1C(CNC(=O)COc1ccccc1C)N1CCCC1 (stereo not drawn)
? | / | COC(=O)c1ccc(C(=O)OC)c(NC(=S)N2CCOCC2)c1
? | / | CC1(C)Cc2c(C#N)c(SCCC#N)nc(N3CCOCC3)c2CS1
-9% | -2 | Cc1cc(Nc2ccc(F)cc2F)n2ncnc2n1

# Profiles, looked up by structure:
# COc1cccc(NCc2cc(=O)oc3cc(-c4ccccc4)c(O)cc23)c1 across the screens: S3 lipid droplet: ?; S3 lipid droplet cell count max: /
# O=C(Cn1cnc([N+](=O)[O-])n1)c1ccc(O)c(O)c1 across the screens: S3 lipid droplet: -2%; S3 lipid droplet cell count max: 3

# More entries follow.
S3 lipid droplet | S3 lipid droplet cell count max | molecule
? | / | Cc1oc(-c2ccccc2Cl)nc1CSCC(=O)NC1CC1
i | / | COc1ccc(CCN2CC(C(=O)NCCc3cn[nH]c3)CCC2=O)cc1 (stereo not drawn)
i | 17 | O=C1/C(=C\c2ccc3c(c2)OCO3)CCC/C1=C/c1ccc2c(c1)OCO2
-22% | -11 | Cn1cc(C(C[N+](=O)[O-])c2ccccc2)c2ccccc21 (stereo not drawn)
26% | -8 | Cc1oc(-c2ccccc2)nc1C(=O)Nc1nccs1
? | / | COc1ccc(C(=O)NC23CC4CC(CC(C4)C2)C3)cc1OC
-15% | -5 | CC(C)(C)NC(=O)C(c1ccncc1)N(C(=O)c1csnn1)c1cccc2ccccc12 (stereo not drawn)
? | / | COC(=O)CN(c1ccc(OC)cc1)S(=O)(=O)c1ccc(OC)c(OC)c1
? | / | Cc1c(N=C2C=CC(=O)c3ccccc32)c(=O)n(-c2ccccc2)n1C
-4% | -4 | COc1ccc(/C=C/C(=O)NC(=S)N2CCN(c3ccccn3)CC2)cc1OC
-17% | -1 | CN(C(=O)c1cc(S(=O)(=O)N2CCc3ccccc32)cn1C)C1CCCCC1
22% | 1 | Clc1cccc(CN2CCN(Cc3nc(CCc4ccccc4)no3)CC2)c1
? | / | O=C(CN(Cc1ccccc1)S(=O)(=O)c1ccc(Cl)cc1)NCC1CCCO1 (stereo not drawn)
? | / | COc1ccc(CNc2nn[nH]n2)cc1OC
-1% | 7 | O=C(NC1CCCC1)C(c1ccncc1)N(C(=O)c1csnn1)C1CCCC1 (stereo not drawn)
? | / | O=C(NCc1ccc2c(c1)OCO2)C1CCN(S(=O)(=O)c2cccs2)CC1
-21%[0.0737 µM] | / | Cc1cccc(C(=O)NCc2nnc(SC(C)C(=O)Nc3nnc(C)s3)n2C)c1 (stereo not drawn)
0% | / | COc1c(C)cc(S(=O)(=O)NC2CC(C)(C)NC(C)(C)C2)c(C)c1C
30% | 8 | Fc1ccccc1/C=C/c1ccc2ccccc2n1

# Screening data deposited in PubChem BioAssay by National Center for Advancing Translational Sciences (NCATS).
